DAX1 inh-1: DAX1 (NR0B1) inhibitors on StAR promoter, primary screen, cell-based, luminescence, SF-1 (NR5A1), full-length DAX-1; HEK293T StAR-luciferase reporter, SF-1/DAX-1 repression relief; inhibition, % at 6.8 µM; 1.1% of 370,000 active; AID 652010, 2013;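 active means inhibition above the mean over all tested compounds plus 3 SD, cut at about 3.6% in these data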;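 further: 0% = DAX-1 cells with DMSO and 100% = cells lacking DAX-1 with DMSO; higher inhibition means more luminescence from relief of DAX-1 repression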
ssDAF12 agonist: S. stercoralis DAF-12 nuclear receptor activators, primary screen, cell-based, luminescence, HEK293, GRIP1 co-expression, lit1-tk-luc. Nuclear hormone receptor DAF-12 (Strongyloides stercoralis). activation, % at 6.8 µM. HEK293 ssDAF-12/GRIP1 lit1-tk-luc reporter; % of 3 µM dafachronic acid response. 1% of 370,000 active;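 active means activation above the mean over all tested compounds plus 3 SD, cut at about 0.9% in these data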;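 further: 0% = DMSO-only wells and 100% = 3 µM delta7-dafachronic acid wells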
hcDAF-12 act: H. contortus DAF-12 nuclear receptor activators, primary screen, cell-based, luminescence, HEK293, lit1-tk-luc reporter | HEK293 hcDAF-12 lit1-tk-luc reporter; 0% DMSO, 100% Δ7-dafachronic acid | activation, % at 6.8 µM | 1.4% of 370,000 active;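 active means activation above the mean of all tested compounds plus 3 SD, cut at about 5.5% in these data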;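 further: 100% = response to 3 µM Δ7-dafachronic acid high control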
DAX1 inh-2: DAX1 (NR0B1) inhibitors, primary screen, cell-based, HEK293, Gal4-DAX1, luciferase luminescence | HEK293 Gal4-DAX1 luciferase reporter | AID 504766, 2011 | Nuclear receptor subfamily 0 group B member 1 (Homo sapiens), P51843 | inhibition, % at 6.75 µM | 0.99% of 340,000 active;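 active means inhibition above the mean over all tested compounds plus 3 SD, cut at about 4.2% in these data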;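 further: 0% = DAX1-transfected cells with DMSO and 100% = empty-vector control cells with DMSO; inhibition shows as a rise in luminescence from relieved DAX1 repression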
SMARCA2 act: SMARCA2 (BRM) function activators, primary screen, cell-based, luminescence, high throughput. MG213 cells, MMTV-luciferase reporter, dexamethasone, overnight. activation, % at 9.1 µM. 1% of 370,000 active. AID 652017, 2013; in the data active means activation above about 7.8%;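 further: 0% = vehicle wells and 100% = reference activator wells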
HGIII-sPLA2 inh: human group III sPLA2 inhibitors, primary screen, biochemical, QFRET, BODIPY PC-A2 liposome substrate | Group 3 secretory phospholipase A2 (Homo sapiens), Q9NZ20 | QFRET BODIPY PC-A2 liposome hydrolysis, fluorescence | inhibition, % at 12.2 µM | 0.56% of 370,000 active;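 active means inhibition above mean plus 3 SD of compounds lying within the high and low control bounds, cut at about 19% in these data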;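 further: 0% = median of test compound wells and 100% = no enzyme DMSO wells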
GC-A act: GC-A stimulated cGMP production enhancers – HEK293 GC-A cells, cGMP TR-FRET, EC30 ANP, primary screen; AID 1671463, 2021; 0% at EC30 ANP, 100% saturating ANP; activation, % at 10 µM; 0.14% of 370,000 active; Atrial natriuretic peptide receptor 1 (Homo sapiens), P16066; in the data active means activation above about 40%
GC-B act: human GC-B receptor activators, primary screen, HEK293 GC-B cells, cGMP TR-FRET, EC30 CNP; 0% at EC30 CNP, 100% saturating CNP; 0.11% of 370,000 active; Atrial natriuretic peptide receptor 2 (Homo sapiens), P20594; activation, % at 10 µM;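 active means activation at 10 µM reaching about 35% in either raw or pattern-adjusted values, limit read from the data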
Target sequence (P20594 whole entry, looked up): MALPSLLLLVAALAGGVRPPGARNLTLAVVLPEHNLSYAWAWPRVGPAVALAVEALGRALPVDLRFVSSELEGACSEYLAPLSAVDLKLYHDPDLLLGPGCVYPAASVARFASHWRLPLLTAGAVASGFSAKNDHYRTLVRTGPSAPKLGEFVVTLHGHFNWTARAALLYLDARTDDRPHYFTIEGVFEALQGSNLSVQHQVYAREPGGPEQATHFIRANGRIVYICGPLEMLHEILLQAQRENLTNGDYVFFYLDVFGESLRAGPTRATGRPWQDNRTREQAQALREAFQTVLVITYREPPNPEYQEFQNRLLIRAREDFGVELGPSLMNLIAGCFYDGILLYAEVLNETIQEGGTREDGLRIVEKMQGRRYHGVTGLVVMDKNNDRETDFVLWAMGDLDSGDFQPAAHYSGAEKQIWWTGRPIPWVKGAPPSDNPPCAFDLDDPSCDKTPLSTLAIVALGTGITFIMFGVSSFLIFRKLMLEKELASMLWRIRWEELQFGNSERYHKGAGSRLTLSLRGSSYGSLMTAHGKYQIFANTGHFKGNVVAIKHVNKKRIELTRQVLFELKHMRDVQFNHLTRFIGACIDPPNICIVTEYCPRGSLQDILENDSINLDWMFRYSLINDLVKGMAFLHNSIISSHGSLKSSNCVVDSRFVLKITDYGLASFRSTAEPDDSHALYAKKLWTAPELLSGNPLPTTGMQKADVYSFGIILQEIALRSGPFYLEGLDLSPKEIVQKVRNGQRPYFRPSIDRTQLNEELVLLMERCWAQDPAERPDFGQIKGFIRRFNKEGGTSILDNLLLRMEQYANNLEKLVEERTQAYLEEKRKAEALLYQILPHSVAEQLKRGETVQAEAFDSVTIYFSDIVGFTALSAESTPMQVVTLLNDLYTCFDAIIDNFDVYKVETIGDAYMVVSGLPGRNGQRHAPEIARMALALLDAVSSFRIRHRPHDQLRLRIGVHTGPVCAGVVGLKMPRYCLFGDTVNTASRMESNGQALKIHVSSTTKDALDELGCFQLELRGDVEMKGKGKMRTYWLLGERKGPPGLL
hgDAF-12 ag: H. glycines DAF-12 receptor agonists, primary screen, cell-based, luminescence, HEK293, GAL4 fusion, UAS-luciferase; Nuclear hormone receptor DAF-12 (Heterodera glycines), GAL4 fusion; HEK293 GAL4-hgDAF12 UAS-luciferase reporter, agonist luminescence; normalized to butyrate control; activation, % at 6.8 µM; 1.8% of 370,000 active; AID 687014, 2013;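 active means activation above a cutoff set at the mean of all screened compounds plus 3 SD, cut at about 10% in these data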;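 further: 0% = DMSO wells and 100% = sodium butyrate wells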
GAA850 FXN act: FXN promoter activators, primary screen, cell-based, luciferase luminescence, HEK293 lucGAA850 | HEK293 lucGAA850 FXN promoter luciferase reporter, 24 h; percent of 10 µM SAHA response | activation, % at 6 µM | 0.56% of 360,000 active | AID 540364, 2011;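 active means activation above the average of all compounds screened plus 3 SD, cutoff fixed separately per campaign, cut at about 7.5% in these data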;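 further: 0% = DMSO wells and 100% = 10 µM SAHA wells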
KLK7 zymogen act: proKLK7 zymogen activators, primary screen, biochemical, fluorescence intensity. purified proKLK7, EDANS-DABCYL substrate fluorescence; 100% is mature enzyme control, 0% vehicle. activation, % at 7 µM. 0.9% of 370,000 active. AID 652039, 2013;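 active means activation above the mean of all tested compounds plus 3 SD, computed per campaign excluding outliers beyond control limits, cut at about 13% in these data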
The depositor's hits bear a star; · = no result given.

SMILES	DAX1 inh-1	ssDAF12 agonist	hcDAF-12 act	DAX1 inh-2	SMARCA2 act	HGIII-sPLA2 inh	GC-A act	GC-B act	hgDAF-12 ag	GAA850 FXN act	KLK7 zymogen act
CN1OC(CC(=O)O)N(c2ccc(Cl)cc2)C1=O (configuration not stated)	-0.1	-0.1	-3.0	0.6	4	11	-1	-1	-0.5	0.5	-0.8
CCOC(=O)C1CCN(C(=O)c2cc(C(C)(C)C)nn2Cc2ccccc2)CC1	-0.5	-1.9	-2.7	0.6	-3	-3	3	2	-2.5	-0.5	-0.1
Cc1c(NC(=O)c2cc(C3CC3)on2)c(=O)n(-c2ccccc2)n1C	0.7	-0.1	3.9	1.3	-2	2	0	-2	1.2	-1.4	0.5
CCOc1ccc2[nH]c(=S)sc2c1	1.5	-1.3	-0.3	·	0	23*	1	-5	5.3	·	-0.2
Cc1ccc(CN(Cc2cccnc2)C(=S)Nc2cc(Cl)ccc2C)cc1	-0.8	-1.8	0.5	0.4	2	-2	-7	0	1.7	0.5	0.1
O=C(CCc1ccc(S(=O)(=O)NC2CCCCC2)cc1)NCc1cccnc1	0.2	-0.8	-1.8	2.6	0	-1	1	0	-0.7	-0.2	0.5
O=C(O)C(Cc1ccccc1N(CCO)CCO)N1C(=O)c2ccccc2C1=O (configuration not stated)	0.5	0.0	-1.7	1.2	3	1	0	-3	-1.7	-0.2	-0.5
COc1ccc(C(=O)NC2CCN(CC(=O)Nc3cccc(C)c3)CC2)cc1OC	0.5	-0.9	-0.9	-0.9	-3	-1	1	2	1.3	-3.1	-0.8
COc1ccc(-c2cc(-c3n[nH]c(=S)n3-c3ccccc3OC)[nH]n2)cc1	0.2	-1.4	0.1	0.8	3	9	-2	3	-0.8	2.0	0.5
O=C(O)C(CCCCN1C(=O)C2C3C=CC(C3)C2C1=O)N1C(=O)C2C3C=CC(C3)C2C1=O (configuration not stated)	-0.5	-0.8	-0.3	0.4	-1	8	3	1	2.0	0.4	-0.4
O=C(c1ccccc1)c1c[nH]c(C(=O)NNc2ccccc2)c1	-0.4	-1.1	-0.5	-0.5	1	3	-5	-4	-1.3	1.6	0.0
COc1ccc(/C=C2\SC(=O)N(CC(=O)NNC(=O)c3ccccc3O)C2=O)cc1OC	0.1	-1.4	-1.8	-1.1	0	21*	-6	0	3.5	0.6	0.7
COC(=O)c1cc2c(C)c(C)c3ccccn3c-2c1C(=O)OC	-0.9	-1.3	0.7	-1.6	-1	3	9	9	-0.4	-1.0	-0.2
O=C1COc2ccc(C(=O)CSc3nnc(-c4cccs4)n3Cc3ccccc3)cc2N1	-0.6	-0.6	0.5	-0.1	3	-42	3	4	2.3	2.8	0.1
COc1ccc(CNC(=O)C2=CC(c3ccc(OC)cc3)=NS(=O)(=O)N2C)cc1	0.7	-0.7	1.3	-0.1	0	-12	1	-4	0.9	-1.0	0.0
O=C(C1Cc2ccccc2CN1S(=O)(=O)c1cccs1)N1CCCCC1 (configuration not stated)	-0.5	-1.1	-0.9	0.4	-3	-6	-1	-3	0.8	-0.3	-0.4
CCOc1ccc(C2C(C(=O)c3cccs3)=C(O)C(=O)N2CCN2CCOCC2)cc1 (configuration not stated)	-0.4	-0.8	-0.1	0.6	1	-6	-4	-1	3.1	-1.0	0.2
COc1cc2nc3n(c(=O)c2cc1OC)-c1ncccc1C(=O)NC3Cc1ccccc1 (configuration not stated)	0.6	-1.2	0.7	2.3	-3	1	2	-2	-1.0	3.1	0.0
COc1ccc(/C=N\NC(=O)C2CCCC2)cc1Br	2.6	-0.8	0.9	0.5	9.0*	-6	-3	-3	4.2	4.3	0.3
Oc1ccc(C2C[C@H]3CC[C@@H]2C3)cc1O (some centres not stated)	-0.4	-1.0	-1.9	-1.8	-4	-3	6	-1	1.7	2.3	0.1

A second format for part of the listing above:
Structure | DAX1 inh-1 | ssDAF12 agonist | hcDAF-12 act | DAX1 inh-2 | SMARCA2 act | HGIII-sPLA2 inh | GC-A act | GC-B act | hgDAF-12 ag | GAA850 FXN act | KLK7 zymogen act
COc1cc2nc3n(c(=O)c2cc1OC)-c1ncccc1C(=O)NC3Cc1ccccc1 (configuration not stated) | 0.6 | -1.2 | 0.7 | 2.3 | -3 | 1 | 2 | -2 | -1.0 | 3.1 | 0.0
COc1ccc(/C=N\NC(=O)C2CCCC2)cc1Br | 2.6 | -0.8 | 0.9 | 0.5 | 9.0* | -6 | -3 | -3 | 4.2 | 4.3 | 0.3

(next part)
SMILES	DAX1 inh-1	ssDAF12 agonist	hcDAF-12 act	DAX1 inh-2	SMARCA2 act	HGIII-sPLA2 inh	GC-A act	GC-B act	hgDAF-12 ag	GAA850 FXN act	KLK7 zymogen act
O=C(C[n+]1cc(-c2ccccc2)n2c1CCC2)N1c2ccccc2Sc2ccccc21	-0.7	-1.2	-1.3	-0.4	-5	-2	3	0	-4.9	0.0	0.1
COCCN(C(=O)Cn1nnc2ccccc21)C(C(=O)NC1CCCC1)c1ccc(OC)cc1OC (configuration not stated)	1.0	-1.6	-0.3	-2.1	-1	-4	-10	-11	3.2	-5.2	0.4
C/C(Cl)=C/CSc1nc2c(c(=O)[nH]c(=O)n2C)n1C(C)C	-0.1	-1.1	-1.3	-0.3	2	-2	6	4	-2.4	3.3	0.4
C(=C\c1nc(-c2ccccc2)no1)/c1ccccc1	5.9*	0.5	5.8*	2.8	8.9*	4	4	0	17*	6.0	-0.5
CCOC(=O)c1ccc(NC(=O)CN2C(=O)CSC(C)C2=O)cc1 (configuration not stated)	-1.4	-0.6	4.8	0.4	-1	-2	8	-7	2.8	0.6	-0.2
COCCCNc1ncnc2c1sc1nc(-c3ccco3)c3c(c12)CC(C)(C)OC3	-0.9	-1.3	-2.0	-1.4	2	-7	29	26	-1.6	7.2	-19
C=CCOc1cccc(C(=O)N2CCCC(Nc3ccc(F)cc3)C2)c1 (configuration not stated)	-1.1	-1.6	-0.9	-0.1	3	-3	1	4	-0.9	0.4	0.6
Nc1nc2c([N+](=O)[O-])cccc2s1	-0.4	-1.1	0.7	0.3	-1	-5	-1	2	-1.0	2.3	0.2
CC(C)(C)OC(=O)N(CCc1ccccc1)Cc1cccc(OCc2cccc(NC(=O)C3CC3)c2)c1	-0.6	-1.5	-1.9	-1.8	-9	-23	-1	-1	1.5	-3.1	-0.7
Cc1ccc(C(C)NC(=S)NCc2ccc(F)cc2)c(C)c1 (configuration not stated)	-0.5	-0.7	1.5	-0.6	-1	-25	-7	-8	-1.9	-1.8	0.6

Two entries picked at random from those above, as already listed:
SMILES	DAX1 inh-1	ssDAF12 agonist	hcDAF-12 act	DAX1 inh-2	SMARCA2 act	HGIII-sPLA2 inh	GC-A act	GC-B act	hgDAF-12 ag	GAA850 FXN act	KLK7 zymogen act
Nc1nc2c([N+](=O)[O-])cccc2s1	-0.4	-1.1	0.7	0.3	-1	-5	-1	2	-1.0	2.3	0.2
Cc1ccc(C(C)NC(=S)NCc2ccc(F)cc2)c(C)c1 (configuration not stated)	-0.5	-0.7	1.5	-0.6	-1	-25	-7	-8	-1.9	-1.8	0.6

Remaining list, next part:
SMILES	DAX1 inh-1	ssDAF12 agonist	hcDAF-12 act	DAX1 inh-2	SMARCA2 act	HGIII-sPLA2 inh	GC-A act	GC-B act	hgDAF-12 ag	GAA850 FXN act	KLK7 zymogen act
NS(=O)(=O)c1ccc(NC(=S)NC(=O)c2cccs2)cc1	-0.1	-0.8	0.1	1.9	3	6	3	0	2.9	0.1	-0.1
CCc1ccc(S(=O)(=O)NC(CC(=O)O)c2ccccc2)cc1 (configuration not stated)	0.1	-0.5	-2.3	-0.6	-3	-1	3	0	-1.4	1.2	0.5
Cc1ccc(CNc2ccc3c(c2)ncn3C(C)C)cc1	1.8	-1.1	1.5	6.2*	-1	-7	1	5	7.2	7.4	0.1
Cn1cncc1C#Cc1c(-c2ccc(S(C)(=O)=O)cc2)sc2ccccc12	-1.9	-0.8	-1.7	-2.2	-2	0	-11	-11	0.7	-4.3	-49
CN1CCN(c2ncnc3c2ncn3[C@H]2CN(Cc3cccs3)C[C@@H](CO)O2)CC1	0.7	-1.3	0.6	·	-3	6	-1	1	4.3	-0.7	-0.8
CCCNC(=O)c1c(N)n(-c2ccc3c(c2)OCO3)c2nc3ccccc3nc12	0.0	-1.6	0.9	1.5	1	0	1	-3	0.4	-1.0	0.0
Cc1cccc[n+]1CC(=O)c1ccccc1	0.0	-0.8	0.4	0.1	-3	-3	2	-2	2.0	0.7	0.3
O=C(Nc1ccc(N2CCOCC2)c(Cl)c1)c1cc(F)c(F)cc1Cl	-0.8	-1.2	-2.3	0.2	-2	1	5	3	1.5	1.0	0.1
O=C(Nc1ccccc1)NN(C(=O)CCl)c1ccccc1	-1.4	-1.8	-4.3	-2.5	-10	2	-8	-1	-5.0	-12	0.7
COc1cccc(C(=O)N/N=C2\SCC(=O)N2Cc2ccc3c(c2)OCO3)c1	-1.1	-0.8	-1.8	0.5	0	-8	3	9	1.7	-1.4	-0.9

A draw from above in order of formula weight, low to high:
SMILES	DAX1 inh-1	ssDAF12 agonist	hcDAF-12 act	DAX1 inh-2	SMARCA2 act	HGIII-sPLA2 inh	GC-A act	GC-B act	hgDAF-12 ag	GAA850 FXN act	KLK7 zymogen act
O=C(Nc1ccccc1)NN(C(=O)CCl)c1ccccc1	-1.4	-1.8	-4.3	-2.5	-10	2	-8	-1	-5.0	-12	0.7
NS(=O)(=O)c1ccc(NC(=S)NC(=O)c2cccs2)cc1	-0.1	-0.8	0.1	1.9	3	6	3	0	2.9	0.1	-0.1
CCOC(=O)c1ccc(NC(=O)CN2C(=O)CSC(C)C2=O)cc1 (configuration not stated)	-1.4	-0.6	4.8	0.4	-1	-2	8	-7	2.8	0.6	-0.2
Cn1cncc1C#Cc1c(-c2ccc(S(C)(=O)=O)cc2)sc2ccccc12	-1.9	-0.8	-1.7	-2.2	-2	0	-11	-11	0.7	-4.3	-49
COc1ccc(CNC(=O)C2=CC(c3ccc(OC)cc3)=NS(=O)(=O)N2C)cc1	0.7	-0.7	1.3	-0.1	0	-12	1	-4	0.9	-1.0	0.0
O=C(C[n+]1cc(-c2ccccc2)n2c1CCC2)N1c2ccccc2Sc2ccccc21	-0.7	-1.2	-1.3	-0.4	-5	-2	3	0	-4.9	0.0	0.1

Screening data: PubChem BioAssay, several laboratories
